Myeloid diff MLP: compounds promoting myeloid differentiation. 1% of 360,000 active. calls only at 10 µM. ER-HoxA9 myeloid progenitors, lysozyme-GFP differentiation, flow cytometry;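 active = normalized GFP-positive differentiation at or above the plate's own cutoff, the solvent-only control mean plus 3 SD; inconclusive = no clear call, values can overlap the other calls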;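 also: cells exposed to compound for four days before flow analysis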
K1F lysis inhibition: inhibition of K1F phage lysis, E. coli UTI89, bacterial capsule biogenesis inhibitors, alamar blue (AID 488966); E. coli UTI89 K1F phage lysis, alamar blue, 2 h; higher % means a stronger effect; inhibition, % at 100 µM; hits with a dose series show IC50 in µM; 0.02% of 340,000 active;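 active = phage lysis inhibition, versus mean bacterial control, above a set limit; inconclusive = no clear call, values can overlap the other calls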;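 also: capsule biogenesis inhibitors block K1F phage lysis so surviving cells raise fluorescence; higher fluorescence means more inhibition of phage lysis; actives were called in the ten point dose series up to 300 µM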
P. falciparum M1AAP: malaria alanyl aminopeptidase activity blockers – biochemical, fluorogenic H-Leu-NHMec substrate, 1536-well (AID 1445). recombinant M1AAP, H-Leu-NHMec fluorogenic kinetic assay; higher % means a stronger effect. inhibition, % at 30 µM; hits with a dose series show IC50 in µM. 0.42% of 220,000 active;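 active = primary inhibition above the hit cutoff, then over 50% inhibition at one or more dose response concentrations, cut at about 23% in these data, passing the limit was not always enough; inconclusive = conflicting primary data, or primary hits not chosen for dose response; inactive = low primary inhibition, or under 50% at every dose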;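 also: plate controls were DMSO full reaction for no effect and no enzyme background for full effect; strong numbers were not always called active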
TNAP activation fold: stimulation of alkaline phosphatase TNAP activity – biochemical, luminescent, no phosphate acceptor, uHTS, primary screen (AID 1001) | purified TNAP, luminescent activation assay, no phosphate acceptor; higher activation fold means a stronger effect | one-dose activation fold at 20 µM; EC50 in µM for titrated hits | 0.03% of 200,000 active; in the data active = activation fold from about 3, or a potency from the dose series; inactive = the rest, 99 in 100 with activation fold below about 1.6; also: many of its hits are not listed in these tables
WT yeast gro inh: growth inhibition of WT yeast, mitochondrial fusion screen; 2.1% of 190,000 active; inhibition, % at 10 µM; mitochondrial fusion phenotypic screen, WT strain; in the data active = inhibition above about 58%; tested in S. cerevisiae
human PMI inhibition: MPI enzyme activity inhibition – biochemical, fluorescence intensity, coupled assay, primary screen (AID 1209); purified PMI enzyme, coupled fluorescence intensity; higher % means a stronger effect; inhibition, % at 20 µM, or IC50 in µM where a hit was titrated; 0.42% of 190,000 active;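 also: plate controls were DMSO vehicle for no effect and wells lacking substrate for full effect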
ER stress rescue: protection against thapsigargin-triggered cell killing – 384-well, CSM14.1, ATP luminescence, primary screen (AID 1222). CSM14.1 thapsigargin-induced death rescue, ATP luminescence; higher % means a stronger effect. one-dose cellular ATP content (survival), % at 20 µM; EC50 in µM for titrated hits. 190,000 tested, under 10 active;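 active = EC50 below 50 µM in the dose-response confirmation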;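 also: death triggered by thapsigargin at about 15 µM added after 2 h compound pretreatment; cell ATP read after overnight thapsigargin exposure of roughly 18 to 22 hours; normalized against plate controls of thapsigargin alone and 5% DMSO vehicle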
human PMI inhibitors: MPI inhibition at elevated mannose 6-phosphate – biochemical, fluorescence intensity, high mannose 6-phosphate, primary screen (AID 1220); recombinant PMI enzyme, coupled fluorescence intensity; higher % means a stronger effect; inhibition, % at 20 µM; hits with a dose series show IC50 in µM; 0.66% of 190,000 active
Hep lipid drop: hepatic lipid droplet formation modulation. AML12 mouse hepatocytes, oleate lipid droplets, BODIPY imaging. inhibition, % at 6.5 µM. 0.4% of 240,000 active. AID 1656;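 active = lipid droplet intensity inhibited by at least 50%, with more than 500 cells counted; inconclusive = wells with under 300 cells, treated as cytotoxic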
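System: AML12 hepatocytes (mouse). Probe or stimulus: oleic acid at 100 µM to induce lipid droplet formation. Times: overnight treatment with compound plus oleate. Detection: Image-based BODIPY and DAPI two-channel analysis. Evaluation: percent inhibition of filter-corrected integrated lipid droplet intensity per well.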
WT yeast gro inh mutant strain: also measured in WT yeast gro inh; calls as there; inhibition, %; mitochondrial fusion phenotypic screen, mutant strain inhibition
Hep lipid drop cells 6.5 µM: also measured in Hep lipid drop; calls as there; cell count; measured here: cell count, cytotoxicity flag;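 cells counted across two imaged fields per well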
Myeloid diff MLP GFP+ MAC1+ %: second read-out of Myeloid diff MLP, no call of its own (marks repeat the call); GFP+ MAC1+ double positive, %; measured here: differentiation confirmed by MAC1 staining
* hit, by the source's call; i = inactive; ? = inconclusive; / = not tested or not shown; + = active, no number; [ ] = dose if it differs, or a comment. Rule as the data show it, unless noted: active = inhibition above about 50%; inactive = the rest. Compounds as they come; about 4.6% have a hit in one of these screens.

SMILES	Myeloid diff MLP	Myeloid diff MLP GFP+ MAC1+ %	K1F lysis inhibition	P. falciparum M1AAP	TNAP activation fold	WT yeast gro inh	WT yeast gro inh mutant strain	human PMI inhibition	ER stress rescue	human PMI inhibitors	Hep lipid drop	Hep lipid drop cells 6.5 µM
O=C(CN1CCN(c2nc(-c3ccc(Cl)cc3)cs2)CC1)NCc1ccco1	i	6.6	6.2%	2%	1	5	-7	13%	-0.7%	12%	14	657
C/C=C/C(=O)N1CC2(CC(c3cccc(NC(=O)/C(C)=C/C)c3)=NO2)C[C@H]1C(N)=O (stereo partly specified)	i	0.7	1.2%	1%	/	/	/	/	/	/	-8	735
C#CCOCCOCCOCCNc1nc(N2CCN(C(=O)Cn3cc(CCCN=C(N)N)nn3)CC2)nc(N2CCN(C(=O)[C@H](C(C)C)n3cc(CCO)nn3)CC2)n1	i	0.9	0.8%	5%	1.2	-1	-15	-20%	8.8%	-15%	6	793
O=C(NC12CCC(O)C(SC1)/C2=N/O)c1ccccc1 (stereo unspecified)	i	1.6	0.7%	1%	1.1	0	4	2%	5.3%	-5%	-3	673
Cc1ccccc1C(=O)NC1CCN(Cc2nnnn2C(C)(C)C)CC1	i	0.7	0.1%	-4%	1.1	-4	-11	14%	1.0%	15%	-37	753
COc1ccc(NC(=O)C2CC(c3ccc(OC)c(OC)c3)=NO2)cc1OC (stereo unspecified)	i	5.7	-0.7%	5%	0.9	3	2	0%	-0.2%	8%	/	/
COc1cc(C(=O)Nc2nccs2)c(Br)c(OC)c1OC	i	0.4	0.5%	5%	1.1	18	35	8%	/	2%	-4	695
COc1ccc(S(=O)(=O)N2CCN(S(=O)(=O)c3ccc4c(c3)OCCO4)CC2)cc1C	i	0.2	2.4%	0%	1.1	21	11	17%	-2.7%	12%	-32	727
Cc1ccc(C)c(NC(=O)CN(C)C(=O)/C=C/c2ccco2)c1	i	0.2	-0.9%	13%	1.1	-9	-3	-11%	-0.4%	-5%	-1	632
COc1cc(OC)c(C2C(C#N)=C(N)OC3=C2C(=O)CC(C)C3)cc1OC (stereo unspecified)	i	0.8	-0.2%	1%	1	-12	-16	11%	-1.0%	45%	/	/
Cc1cc2cc(CCNC(=O)CC(C)(C)C)c(=O)[nH]c2cc1C	i	4.8	-2.2%	-1%	1.1	10	9	5%	-3.0%	4%	-1	593
CN(C)S(=O)(=O)c1cccc(NC(=S)Nc2cc(Cl)cc(Cl)c2)c1	i	0.4	-1.0%	-3%	1	57	25	2%	-2.1%	-6%	-1	814
CC(=O)Nc1ccc(NC(=O)C(C)OC(=O)C2(c3ccc(Cl)cc3)CCCC2)cc1 (stereo unspecified)	i	0.0	3.4%	0%	1.1	-2	-4	10%	0.7%	0%	-13	690
O=[N+]([O-])c1cccc(/C=N/Nc2nc(NCc3ccccc3)nc(N3CCOCC3)n2)c1O	i	1.8	0.0%	-20%	1.1	-10	-31	/	2.3%	/	-10	651
CCCN(CCC)CC(O)CN1C(=O)N(CN2C(=O)N(CC(O)CN(CCC)CCC)C(=O)C2(C)C)C(C)(C)C1=O (stereo unspecified)	i	0.1	1.0%	23%	1.1	-16	22	-12%	-0.2%	-8%	5	752
Cc1ccc(C)n1-n1c(C)nc2scc(-c3cccs3)c2c1=O	i	0.4	0.8%	2%	0.9	9	4	2%	/	9%	/	/
CCc1ccc(CN(C)C(=O)CCc2nnc(COc3ccccc3)o2)cc1	i	0.1	-0.1%	-3%	1	7	11	6%	0.6%	4%	-32	749
C=CCC(NCc1ccccc1)c1ccc(C)o1 (stereo unspecified)	i	0.5	5.7%	-3%	/	1	7	/	/	/	/	/
Cc1c(C(=O)NC(=S)Nc2ccc3c4c(cccc24)CC3)cccc1[N+](=O)[O-]	i	1.1	0.3%	-2%	1.1	2	-4	6%	-1.6%	10%	/	/
O=C1CCC(=O)N1c1ccc(CSc2nnnn2C2CCCCC2)cc1	i	0.7	0.9%	3%	1.1	6	6	-1%	-1.3%	-3%	/	/
Cc1noc(C)c1S(=O)(=O)N1CCCC(C(=O)NC2CCCCC2)C1 (stereo unspecified)	i	7.0	0.0%	10%	1	-7	4	-9%	2.0%	-12%	10	804
COCCNC(=O)Cn1cnc2ccc(S(=O)(=O)N3CCC(C)CC3)cc2c1=O	i	0.6	-1.5%	3%	1.1	32	7	1%	-1.1%	-1%	/	/
Cc1nc(-c2ccccc2)sc1-c1nc(-c2cccnc2)ncc1S(=O)(=O)c1ccccc1	+	/	-0.1%	8%	1.1	44	8	10%	1.8%	13%	/	/
Cc1ccc(S(=O)(=O)N(C)c2ccc(OCC(=O)O)cc2)cc1	i	0.5	1.6%	-1%	1	0	-2	4%	3.7%	3%	0	798
CCOC(=O)N1CCN(S(=O)(=O)c2ccc(C(=O)Nc3nnc(CSC)o3)cc2)CC1	i	0.7	-0.8%	-4%	1.1	-6	-7	1%	9.9%	-2%	-6	643
CC(=O)c1c(C(C)=O)c(C)n(NC(=O)c2cccnc2)c1C	i	8.5	4.7%	3%	1	0	-3	3%	-2.1%	7%	/	/
Cc1ccc(/C=N/NC(=O)c2c(-c3ccccc3)noc2C)o1	i	1.1	0.4%	5%	1	8	10	1%	-2.7%	3%	-10	685
COc1cc(C(C)=O)ccc1OC(=O)c1cc2cccc(OC)c2oc1=O	i	0.1	1.6%[50 µM]	3%	1	3	8	-11%	-1.4%	9%	-6	684
CCCC(=O)Nc1nn(C)c2nc3c(C)cccc3cc12	i	0.7	1.1%	-5%	1.2	-1	-11	-4%	0.8%	-4%	/	/
O=C(NC1CCCCC1)C1CC=CCC1C(=O)OCC(Cl)=C(Cl)Cl (stereo unspecified)	i	1.4	0.2%	9%	1.1	2	1	-1%	-1.5%	-1%	/	/
Cc1nc(Cl)c(C#N)cc1-c1ccccc1	i	0.5	0.1%	4%	1	8	6	2%	-0.2%	7%	/	/
Cc1cccc(NC(=S)N2CCC(c3nc4ccccc4s3)CC2)c1	i	6.4	0.0%	2%	1.1	53	40	16%	-1.4%	15%	/	/
COc1ccc(/C=N/Nc2cc(N(C)C)nc(N(C)C)n2)cc1	i	0.5	8.2%	6%	1.2	40	35	61%*	-0.8%	/	-8	611
Cc1ccc(SCc2cc(=O)[nH]c(N3CCCCC3)n2)cc1	i	0.6	0.3%	6%	1.1	-2	-34	1%	1.9%	4%	/	/
N#CC(CO)(Cc1ccc(OC(F)F)cc1)c1nc2ccccc2[nH]1 (stereo unspecified)	i	0.5	5.3%	7%	1.1	-8	-17	20%	-3.6%	11%	1	509
CCN(CC)S(=O)(=O)c1ccc(N2CCOCC2)c(NC(=O)C2COc3ccccc3O2)c1 (stereo unspecified)	i	0.9	0.1%	-1%	1.1	21	-4	-2%	2.2%	8%	-1	707
CSc1ccc(/C=N/Nc2cccc(C(=O)O)c2)cc1	i	0.6	2.2%	16%	1	-6	-4	-45%	0.2%	-34%	-2	682
CSc1nc2nccc(/C=C\c3ccccc3)n2n1	i	1.7	0.1%	7%	0.9	22	14	-5%	0.2%	1%	/	/
N=c1c[n+](-c2ccc(Cl)cc2)[n-]o1	i	0.4	0.0%	3%	1	9	1	-12%	-2.6%	-29%	/	/
C=CCc1cc(C=O)cc(OC)c1OCc1ccc(C(=O)O)cc1	i	0.4	-0.3%	5%	1.1	-5	-4	1%	0.0%	12%	11	656

Overlap with the part before: two compounds, followed by the next part.
SMILES	Myeloid diff MLP	Myeloid diff MLP GFP+ MAC1+ %	K1F lysis inhibition	P. falciparum M1AAP	TNAP activation fold	WT yeast gro inh	WT yeast gro inh mutant strain	human PMI inhibition	ER stress rescue	human PMI inhibitors	Hep lipid drop	Hep lipid drop cells 6.5 µM
N=c1c[n+](-c2ccc(Cl)cc2)[n-]o1	i	0.4	0.0%	3%	1	9	1	-12%	-2.6%	-29%	/	/
C=CCc1cc(C=O)cc(OC)c1OCc1ccc(C(=O)O)cc1	i	0.4	-0.3%	5%	1.1	-5	-4	1%	0.0%	12%	11	656
CCCn1cnc2c(c1=O)c1nc3ccccc3nc1n2CCC1=CCCCC1	/	/	/	2%	1	-1	16	-5%	-1.3%	2%	/	/
COc1ccccc1NC(=O)CCN1C(=O)c2ccccc2S1(=O)=O	i	0.4	0.3%	8%	1	-7	4	4%	-0.7%	3%	2	661
O=C(NC(Cc1c[nH]c2ccccc12)C(=O)O)c1ccccc1 (stereo unspecified)	i	2.0	0.2%	4%	1.1	-45	-30	3%	-3.1%	0%	30	732
Cc1ccc(N2C(=O)S/C(=C/c3cn(C)c4ccccc34)C2=O)cc1	i	0.3	1.6%[50 µM]	6%	1	23	26	2%	-1.7%	10%	/	/
C/C(=N/NC(=O)c1ccccc1)C(=O)O	i	0.5	-1.3%	33%	1.1	-8	-14	34%	-0.1%	34%	2	377
O=C(Nc1ncccn1)C1CCCN1S(=O)(=O)c1ccc(Cl)c(Cl)c1 (stereo unspecified)	i	2.8	0.2%	2%	1.1	-10	1	9%	-2.9%	3%	-2	742
C/C(=N\NC(=O)c1cccc(Cl)c1)C1C(=O)c2ccccc2C1=O	i	0.9	i	41µM*	1	-7	-9	-42%	-6.9%	-39%	16	630
O=C(Nc1ccc2nc(-c3ccco3)[nH]c2c1)c1cccs1	i	0.5	-1.6%	12%	1	4	3	-26%	-2.6%	-2%	8	751
CS(=O)(=O)n1nc(-c2ccc(Cl)cc2)nc1N	i	0.1	-1.5%	-2%	1	6	-10	6%	0.3%	7%	-8	706
CCn1c(CNC(=O)c2ccco2)nnc1SCC(=O)Nc1cc(C(F)(F)F)ccc1Cl	i	7.2	6.6%	2%	1	70*	-5.0*	6%	-0.7%	9%	-1	613
CCC(C)N(CC(=O)Nc1cccc(C)c1C)C(=O)CCl (stereo unspecified)	i	1.6	0.7%	-2%	1.1	12	0	-17%	-5.1%	-8%	?	/
CN1C(=O)C(O)(CC(=O)/C=C/c2ccco2)c2ccccc21 (stereo unspecified)	i	0.3	0.5%	19%	1.1	-8	6	-6%	0.0%	-10%	-17	661
C=CCN1C(=O)C(Cc2ccc(OC)cc2)S/C1=N\N=C\c1cccs1 (stereo unspecified)	i	0.6	1.5%	-3%	1.2	8	16	0%	-1.0%	-1%	16	820
